Assay outcomes as filed in PubChem BioAssay.
Mdm2 ligase inh = inhibitors of human Mdm2 E3 ubiquitin ligase; Q00987; cell-based MDM2 ubiquitination luciferase reporter, 2 h; 0 = plate control, 100 = twice control, blank-subtracted; signal enhancement, % at 5 µM; hit rate 0.11% among 210,000;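 active means signal enhancement of 30% or more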;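 further: luminescence tracks abundance of the self-degrading MDM2-luciferase fusion protein; higher signal means inhibition of MDM2 E3 ligase activity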
Target sequence (Q00987 whole entry, looked up, the tested form may be a part): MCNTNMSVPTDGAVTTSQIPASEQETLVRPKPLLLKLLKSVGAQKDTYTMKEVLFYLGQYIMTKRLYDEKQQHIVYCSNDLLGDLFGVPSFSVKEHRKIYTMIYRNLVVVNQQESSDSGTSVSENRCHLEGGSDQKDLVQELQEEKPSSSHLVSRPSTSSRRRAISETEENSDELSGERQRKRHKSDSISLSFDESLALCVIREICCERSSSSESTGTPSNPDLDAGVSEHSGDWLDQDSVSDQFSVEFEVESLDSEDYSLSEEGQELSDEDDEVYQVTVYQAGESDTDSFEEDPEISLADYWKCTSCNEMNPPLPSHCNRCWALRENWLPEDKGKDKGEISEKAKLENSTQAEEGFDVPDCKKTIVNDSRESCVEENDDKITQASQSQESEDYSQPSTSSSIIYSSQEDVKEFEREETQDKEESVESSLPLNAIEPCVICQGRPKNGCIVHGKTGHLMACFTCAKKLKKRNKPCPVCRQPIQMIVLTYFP
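Material: Stable MDM2–luciferase fusion reporter cells | Amount: 2000 cells seeded into each well | Dosing: One concentration, 5 µM, with 0.2% DMSO | Incubation: 4 h cell settling then 2 h compound exposure, 37 °C | Measured by: Luciferase luminescence | Read-out basis: % enhancement relative to plate controls after blank subtraction | Benchmarks: Control and blank well means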
KCC2 mod = modulators of human KCC2 chloride dependent transport. Q9H2X9. KCC2 cells, thallium flux FluoZin-2 fluorescence. B-score of Tl+ flux slope (higher = more flux/activation; lower = inhibition) at 10 µM. hit rate 2.2% among 190,000;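 active means thallium flux slope and its plate-corrected score both differing from the plate sample mean at a set confidence after two filtering rounds, in either direction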;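 further: slope of fluorescence scaled to starting intensity during 10 to 20 s after thallium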
EBV gp42 inh = EBV gp42 inhibition. Fluorescence polarization binding assay, mP read-out. Q1HVG2. hit rate 0.42% among 220,000. inhibition, % (tested at 21.74 µM); in the data active means inhibition above about 50%
Target sequence (Q1HVG2 whole entry, looked up): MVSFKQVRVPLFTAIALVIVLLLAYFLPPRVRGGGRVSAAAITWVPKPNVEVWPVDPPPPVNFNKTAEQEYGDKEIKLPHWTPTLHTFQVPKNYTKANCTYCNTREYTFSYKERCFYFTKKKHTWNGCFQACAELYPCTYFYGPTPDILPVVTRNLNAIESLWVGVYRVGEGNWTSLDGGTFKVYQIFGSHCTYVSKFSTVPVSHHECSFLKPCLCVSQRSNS
m-calpain inh = blocks pig calpain II enzyme activity; purified calpain II, fluorogenic peptide substrate, 30 min; inhibition, % at 16 µM; AID 1236; hit rate 0.37% among 220,000;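 active means inhibition above about 50%, limit read from the data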
Rad51 HR inh = blocks human Rad51 in homologous recombination. hRad51 DNA strand exchange, fluorescence dequenching. inhibition, % at 10 µM. hit rate 0.085% among 200,000. AID 1385;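 active means inhibition above 40% at the single screening dose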;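 further: 0% = DMSO control wells and 100% = blanks with heterologous ssDNA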
Target sequence (Q06609 whole entry, looked up): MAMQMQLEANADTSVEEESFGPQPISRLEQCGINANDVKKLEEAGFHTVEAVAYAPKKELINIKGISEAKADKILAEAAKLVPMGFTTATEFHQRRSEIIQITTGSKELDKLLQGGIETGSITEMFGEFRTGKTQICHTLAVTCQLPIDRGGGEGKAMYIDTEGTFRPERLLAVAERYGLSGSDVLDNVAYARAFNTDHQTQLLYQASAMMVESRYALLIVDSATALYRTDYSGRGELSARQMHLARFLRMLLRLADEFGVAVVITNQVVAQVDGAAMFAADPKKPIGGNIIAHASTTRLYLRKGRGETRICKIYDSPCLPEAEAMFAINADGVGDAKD
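Assay system: Human Rad51 nucleoprotein filaments preassembled on unlabelled ssDNA | Reagent: Donor/quencher-labelled 47-bp dsDNA substrate | Doses: One concentration, 10 µM final | Times: 37 °C 15-min filament assembly, 30-min compound preincubation, 15-min exchange | Technique: Fluorescein emission 520 nm, excitation 485 nm | Benchmarks: Plate control and blank wells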
PERK inhibitor = human PERK inhibition, primary cell-based screen; AID 1416; Q9NZJ5; inhibition, % at 5.6 µM; hit rate 0.17% among 220,000; CHO PERK-DD fusion, SEAP luminescence translation reporter;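 active means inhibition above the mean inhibition of all tested compounds plus 3 SD, set separately per screening campaign, cut at about 2.9% in these data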;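 further: PERK kinase domain activated by AP20187 dimerizer at 100 nM; 0% = DMSO with dimerizer and 100% = rapamycin at 8.4 µM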
eIF4E 4G PPI = blocks eIF4E binding to eIF4G; P63073+Q04637; TR-FRET eIF4E-eIF4GI(517-606) binding, 2 h; inhibition, % at 21.7 µM; hit rate 0.37% among 220,000; AID 782;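 active means inhibition above about 30%, limit read from the data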;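 further: 0% = full FRET control wells and 100% = background wells lacking eIF4GI fragment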
zVAD death inh = blocks zVAD induced death of L929 cells. L929 zVAD necroptosis rescue, ATP luminescence, 24 h; with zVAD 60 µM. viability rescue, % at 10 µM. hit rate 0.38% among 220,000. AID 1377;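 active means activation, scaled between plate controls, above about 75%, limit read from the data; inactive means activation under that limit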;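 further: 0% = zVAD with DMSO and 100% = DMSO alone without zVAD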
TNF necrop inh = blocks TNF-alpha induced death of Jurkat FADD-/- cells. Jurkat FADD-/- TNF necroptosis rescue, ATP luminescence, 24 h; 0 = TNF only, 100 = no-TNF cells. activation (protection from cell death), % at 10 µM. hit rate 0.068% among 220,000;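 active means activation, meaning protection from cell death, of at least 50% relative to plate controls; inactive means activation below 50%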;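 further: necroptosis triggered by 40 ng/mL TNF-alpha added together with compound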
An asterisk follows results filed as active; i = inactive; nt = not tested or not shown; [ ] = remark or other dose.

SMILES	Mdm2 ligase inh	KCC2 mod	EBV gp42 inh	m-calpain inh	Rad51 HR inh	PERK inhibitor	eIF4E 4G PPI	zVAD death inh	TNF necrop inh
O=C(Cc1cccc2ccccc12)N/N=C/c1ccc(F)cc1	-25	-1.2	-30	-2	1	0.3	-4	0.4	-3.5
CC(NC(=O)C1CC=CCC1C(=O)O)C1CC2CCC1C2 (stereo unspecified)	-7	2.5	-7	-11	-4	-0.4	-4[fluorescence artefact?]	-0.2	-1.6
COc1ccc(C(C)=O)cc1COC(=O)Cn1cnc2ccccc2c1=O	-17	-0.77	-17	-48	-3	0.0	-3	0.2	-0.3
COc1ccc(S(=O)(=O)N(C)CC(=O)N2CCCC2)cc1Cl	-4	1	1	23	3	0.9	-1	0.7	0.4
CCC(=O)Nc1ccc(NC(=O)C23CC4CC(CC(C4)C2)C3)cn1	-7	-0.6	17	25	-6	-0.6	-9	0.6	0.3
COC(=O)COc1cccc(/C=N/NC(=O)CCSc2ccccc2)c1	-2	-2.1	-4	9	-3	0.2	1	4.6	-0.7
CCOC(=O)c1sc2nc(C3CC3)cc(-c3ccc(OC)cc3)c2c1N	-15	nt	-5	i	21	-0.3	-13	1.2	0.4
O=C(CN1CCC(O)(c2ccc3c(c2)OCO3)CC1)OC1CCCCC1	-19	nt	-28	-9	-4	0.3	3[fluorescence artefact?]	0.1	0.3
CC(=O)Nc1ccc(Br)cc1C(=O)C(=O)O	-19	1	-12	17	-10	0.7	8	-0.6	-1.7
COc1ccc(NC(=O)NNc2cc(N3CCOCC3)nc(N3CCOCC3)n2)cc1	1	0.66	-15	-7	12	0.8	3	1.6	-0.1
COc1ccc(C(=O)NC(=S)Nc2ccc3c(c2)Cc2ccccc2-3)cc1	-6	nt	-22	5	-2	-1.3	5[fluorescence artefact?]	0.5	-0.5
O=C(NNC(=O)c1cc2cc(OC(F)(F)F)ccc2[nH]1)c1cccc(C(F)(F)F)c1	-12	-0.13	-7	-31	nt	0.3	-1	1.1	1.2
CCN(CC)C(=O)C(Cc1ccccc1)N1C(=O)c2ccccc2C1=O (stereo unspecified)	6	-0.35	-12	-1	2	-0.4	-6	0.1	-1.6
CCCn1c(NCc2cccc(OC)c2O)nc2ccccc21	-6	0.29	-13	9	2	-0.6	-3	0.1	2.9
O=C(NC(Cc1c[nH]c2ccccc12)C(=O)O)/C(=C/c1ccc2c(c1)OCO2)NC(=O)c1ccccc1 (stereo unspecified)	-9	-1.7	3	19	3	0.5	-2	0.2	0.2
CCC(CC)=NNc1ccc(S(N)(=O)=O)cc1[N+](=O)[O-]	-5	0.27	-9	1	17	-0.6	3	0.4	-0.5
CC1CCCCC1NS(=O)(=O)c1ccc(S(=O)(=O)N2CCN(CCC#N)CC2)cc1 (stereo unspecified)	-5	0.24	-16	-14	-6	0.8	2[fluorescence artefact?]	-0.6	2.3
Cc1ccc(NNC(=O)c2ccno2)c(C)c1	-5	-0.88	-5	-17	21	0.4	2	-0.6	-5.7
CCOc1[nH]n(-c2ccccc2)c(=O)c1C=Nc1ccc(Cl)cc1	-13	0.24	-12	-18	-7	0.8	2	-0.5	-10
Fc1ccc(-c2oncc2-c2nnnn2-c2ccccc2)cc1F	-16	0.21	-9	-2	5	0.8	2	0.0	-1.2
O=C(O)CCCC(=O)Nc1ccccc1C(=O)N1CCCC1	-11	nt	-12	8	-1	0.9	0	-0.4	-2.2
CCOC(=O)N1CCN(C(=O)C2CCN(c3ncnc4c3sc3cccc(F)c34)CC2)CC1	-11	-2.4	-7	-34	6	0.0	5	-0.2	-16
COc1cc(S(=O)(=O)N(Cc2cccnc2)Cc2cccc(OC)c2OC)ccc1-n1cnnn1	-7	-0.05	8	-9	4	-1.9	-4	0.7	0.3
Nc1ccc(-c2nnc(-c3ccc(-c4ccccc4)cc3)o2)cc1	-17	nt	-9	-96	1	0.7	-22	-0.1	-5.1
CC(=O)/C=C1\SC(CC(=O)O)C(=O)N1c1ccccc1 (stereo unspecified)	-9	0.11	-11	-18	-3	0.9	2	-0.1	-0.2

The closing 5 compounds of the section above open the next one.
SMILES	Mdm2 ligase inh	KCC2 mod	EBV gp42 inh	m-calpain inh	Rad51 HR inh	PERK inhibitor	eIF4E 4G PPI	zVAD death inh	TNF necrop inh
O=C(O)CCCC(=O)Nc1ccccc1C(=O)N1CCCC1	-11	nt	-12	8	-1	0.9	0	-0.4	-2.2
CCOC(=O)N1CCN(C(=O)C2CCN(c3ncnc4c3sc3cccc(F)c34)CC2)CC1	-11	-2.4	-7	-34	6	0.0	5	-0.2	-16
COc1cc(S(=O)(=O)N(Cc2cccnc2)Cc2cccc(OC)c2OC)ccc1-n1cnnn1	-7	-0.05	8	-9	4	-1.9	-4	0.7	0.3
Nc1ccc(-c2nnc(-c3ccc(-c4ccccc4)cc3)o2)cc1	-17	nt	-9	-96	1	0.7	-22	-0.1	-5.1
CC(=O)/C=C1\SC(CC(=O)O)C(=O)N1c1ccccc1 (stereo unspecified)	-9	0.11	-11	-18	-3	0.9	2	-0.1	-0.2
O=C(COC(=O)c1cccnc1Nc1ccccc1F)NC1CC1	nt	-0.17	-35	10	nt	0.1	0	2.2	1.0
COc1ccc(/C=N\NC(=O)CCc2c(C)n[nH]c2C)c(OC)c1OC	-6	0.61	-11	10	-10	-0.2	0	0.8	2.9
CCC(C)NC(=O)CCn1c(-c2ccccc2)cc(C(C)=O)c1C (stereo unspecified)	-9	1.9	7	17	-2	-0.2	1	-0.3	0.2
O=C(Nc1ccc(CN2CCOCC2)cc1)c1ccc(-c2cccc(Cl)c2)o1	-19	nt	-20	-49	-3	-0.1	5	1.4	-2.2
CCCNC(=O)Cn1cnc2sc(C(=O)Nc3cc(OC)c(OC)c(OC)c3)c(C)c2c1=O	3	0.026	-5	-11	1	-0.7	4	-0.5	-0.6
COCCNC(=O)CSc1nccn1Cc1ccc2c(c1)OCO2	-7	0.29	-5	-22	-4	0.5	-7	1.9	-0.2
O=C(CCCN1C(=O)/C(=C/c2ccccc2)SC1=S)Nc1ccc(O)cc1	1	-0.088	-1	-8	-4	0.8	-2	24	-2.2
COc1cc2c(C(=O)O)c(C)n(CC(C)C)c2c2ccccc12	-7	0.28	2	-248	nt	-0.3	1	0.3	-0.2
COc1ccc(/C=C(\C#N)C(=O)ONC2=NCCCCC2)cc1	2	-1.5	-15	18	-8	0.7	0	2.8	0.3
COc1cccc(NC(=O)CN(c2cccc(F)c2)S(C)(=O)=O)c1	0	0.71	-13	-17	-8	0.2	-2	-0.6	0.7
Cc1c(O)ccc(C(=O)CN2C(=O)c3ccccc3C2=O)c1O	-16	0.018	16	78*	-2	0.7	0[fluorescence artefact?]	-0.5	-11
Cc1cc(C)nc(SCc2nnc(SCC(=O)Nc3ccc(Cl)c(C(F)(F)F)c3)o2)n1	-5	-0.33	-4	-6	2	0.3	-1	0.1	-2.7
NC(=O)COC(=O)c1cc([N+](=O)[O-])ccc1NCCO	-1	-0.68	-6	-3	15	1.3	-2	-0.2	0.7
NNC(=O)CNC(=O)c1cccc(Br)c1	-8	-0.5	-9	8	0	0.5	5	0.4	-1.1
O=C(COC(=O)c1cc2ccccc2cc1O)NC(=O)NCc1ccco1	0	0.19	-10	-59	0	1.7	0	2.9	-1.0
CC1=C(C(=O)OCc2ccccc2)C(c2ccccc2OC(F)F)NC(=O)N1 (stereo unspecified)	0	-1.1	10	-1	-4	-0.2	-2	-0.9	-2.0
COc1cccc(NC(=O)CCc2nc(-c3ccccc3F)no2)c1	nt	0.18	-28	7	-7	-0.3	-5	0.8	0.6
CCCc1ccc(S(=O)(=O)Nc2ccc(C)c(NS(C)(=O)=O)c2)cc1	-6	-0.53	-10	12	nt	-0.4	0	-0.1	0.8
CCCn1c2c(c(=N)c3c1CCC3)CCCC2	-13	0.00028	-27	4	-1	0.9	11	0.2	-1.4
CC1CCN(CCCNC(=O)c2ccc(CS(=O)(=O)Cc3ccccc3F)o2)CC1	2	0.071	-1	-19	-1	-0.2	4	1.0	1.4
O=P(CCO)(c1ccccc1)c1ccccc1	3	0.54	8	-25	8	0.2	-4	7.6	0.1
CCOc1c(Br)cc(CNCc2cccs2)cc1OC	-10	-0.26	0	0	5	-0.4	1	0.2	2.7
Fc1ccc(CSc2nnc(-c3cccnc3)o2)cc1	0	-1.3	-19	23	2	-0.8	0	0.5	4.9
Cc1nn(-c2ccccc2)c(N2CCCC2)c1/C=N/NC(=O)c1cc(-c2ccccc2)nc2ccccc12	-18	-0.16	-41	-128	2	0.1	2	3.9	-2.8
CC1OC2(OC1C)C(=O)Nc1ccccc12 (stereo unspecified)	-34	nt	-18	7	-11	-0.1	-3	0.1	-0.5

Given in CSV form: part of the list above.
SMILES,Mdm2 ligase inh,KCC2 mod,EBV gp42 inh,m-calpain inh,Rad51 HR inh,PERK inhibitor,eIF4E 4G PPI,zVAD death inh,TNF necrop inh
NNC(=O)CNC(=O)c1cccc(Br)c1,-8,-0.5,-9,8,0,0.5,5,0.4,-1.1
O=C(COC(=O)c1cc2ccccc2cc1O)NC(=O)NCc1ccco1,0,0.19,-10,-59,0,1.7,0,2.9,-1.0
CC1=C(C(=O)OCc2ccccc2)C(c2ccccc2OC(F)F)NC(=O)N1 (stereo unspecified),0,-1.1,10,-1,-4,-0.2,-2,-0.9,-2.0

(cont.)
SMILES	Mdm2 ligase inh	KCC2 mod	EBV gp42 inh	m-calpain inh	Rad51 HR inh	PERK inhibitor	eIF4E 4G PPI	zVAD death inh	TNF necrop inh
O=[N+]([O-])c1ccc(/C=C/c2ccc3ccccc3n2)cc1	-66	0.17	15	1	-6	1.0	0	6.0	-2.0
CN=C1NN=C(c2cc(C)n(-c3ccc(Cl)cc3)c2C)CS1	-31	0.0046	-3	-51	-2	0.5	3	0.4	-2.7
N/C(=N\OC(=O)c1cccc2ccccc12)c1ccncc1	-2	-0.003	-13	-8	nt	0.9	-2	0.6	-0.4
CC(NCC(O)COc1ccc(S(=O)(=O)N2CCOCC2)cc1)c1ccccc1 (stereo unspecified)	-8	0.56	-10	-15	1	-0.5	2	0.6	3.9
O=C(Nc1ccc(N2CCCC2)c(Cl)c1)c1ccc2c(c1)OCCO2	nt	0.2	-15	10	12	0.6	5	1.3	-4.8
O=C(CSc1ccccc1)NCc1ccc(F)cc1	-6	0.55	-1	-16	10	0.6	-3	3.2	3.4
O=C(NCCc1ccccc1F)C1CCCN1S(=O)(=O)c1ccccc1 (stereo unspecified)	-3	-0.21	-27	-14	2	-0.5	-1	-0.2	-2.3
NS(=O)(=O)c1ccc(Nc2ccc([N+](=O)[O-])c3nonc23)cc1	nt	1.8	-60	18	-41	-0.1	2	0.3	-3.1
Cc1cccc(NC(=O)Cn2c(C)c(C#N)c3ccccc32)c1C	nt	0.74	2	-9	-3	1.0	-36	-0.1	-1.5
O=C(CN1C(=O)CSc2ccc(S(=O)(=O)N3CCOCC3)cc21)NCc1cccnc1	-5	0.013	4	12	2	0.5	-2	1.9	1.4
